Screens (PubChem)
NOD1 NF-kB reporter = inhibition of NOD1-driven NF-kB reporter – cell-based, luminescence, uHTS, primary screen (AID 1578). NOD1-driven NF-kB luciferase reporter cells, luminescence; higher % means a stronger effect. inhibition, % at 4 µM, or EC50 in µM where a hit was titrated. actives 1% (n = 290,000); in the data active = inhibition mostly above about 36%, no sharp cut-off; inactive = mostly below about 34%;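 note: HEK-293T reporter cells stimulated with the NOD1 agonist gamma-tri-DAP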
PMI inhibition = MPI inhibition at elevated mannose 6-phosphate – biochemical, fluorescence intensity, high mannose 6-phosphate, primary screen (AID 1220); recombinant PMI enzyme, coupled fluorescence intensity; higher % means a stronger effect; inhibition, % at 20 µM, or IC50 in µM where a hit was titrated; actives 0.66% (n = 190,000)
KOR beta-arrestin-1 = kappa opioid receptor activators – cell-based, luminescence, uHTS, primary screen (AID 1777) | activation, % at 10 µM, or EC50 in µM where a hit was titrated | actives 0.02% (n = 280,000) | KOR beta-arrestin recruitment, luminescence; higher % means a stronger effect; in the data active = activation above about 50%, passing the limit was not always enough; note: a part of the inactive calls stands beside numbers as strong as those of hits
NOD2 inhibition = inhibition of NOD2-driven NF-kB reporter – cell-based, luminescence, uHTS, HEK293 (AID 1566) | HEK293 NOD2/NF-kB luciferase reporter, luminescence; higher % means a stronger effect | inhibition, % at 4 µM, or EC50 in µM where a hit was titrated | actives 0.63% (n = 290,000); note: many of its hits are not listed in these tables
LYP inhibition = inhibitors of LYP phosphatase, biochemical, fluorescence intensity, uHTS (AID 1779) | recombinant LYP phosphatase, fluorescence intensity; higher % means a stronger effect | inhibition, % at 11.5 µM, or IC50 in µM where a hit was titrated | actives 0.054% (n = 290,000);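 note: plate controls were vehicle with enzyme for no effect and no enzyme for full effect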
TNAP activators = human TNAP enzyme activators, primary screen, biochemical, luminescent, no phosphate acceptor, uHTS (AID 1001); purified TNAP, luminescent activation assay, no phosphate acceptor; higher activation fold means a stronger effect; actives 0.03% (n = 200,000); one-dose activation fold at 20 µM; EC50 in µM for titrated hits; in the data active = activation fold from about 3, or a potency from the dose series; inactive = the rest, 99 in 100 with activation fold below about 1.6; note: many of its hits are not listed in these tables
XIAP antagonists = small molecules displacing peptide from XIAP – biochemical, IAP family, fluorescence polarization (AID 1018). displacement, % at 20 µM; hits with a dose series show IC50 in µM. XIAP BIR domain, fluorescence polarization peptide displacement; higher % means a stronger effect. actives 0.007% (n = 200,000); in the data active = displacement above about 50%; note: a part of the inactive calls stands beside numbers as strong as those of hits
human PMI inhibition = inhibitors of human PMI, primary screen, biochemical, fluorescence intensity, coupled assay (AID 1209) | purified PMI enzyme, coupled fluorescence intensity; higher % means a stronger effect | inhibition, % at 20 µM, or IC50 in µM where a hit was titrated | actives 0.42% (n = 190,000);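 note: plate controls were DMSO vehicle for no effect and wells lacking substrate for full effect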
KOR beta-arrestin-2 = KOR antagonists, beta-arrestin recruitment, cell-based, luminescence, uHTS (AID 1778); KOR beta-arrestin recruitment, luminescence, antagonist mode; higher % means a stronger effect; actives 0.091% (n = 290,000); one-dose inhibition, % at 10 µM; IC50 in µM for titrated hits; note: strong numbers were not always called active
The depositor's hits bear a star; nt = not tested or not shown; [ ] = dose if it differs, or a comment. Cut-off read from the data, not from the text of the source, unless noted: active = inhibition above about 50%; inactive = the rest. A portion of the library, so the mix of outcomes need not match the whole.

SMILES	NOD1 NF-kB reporter	PMI inhibition	KOR beta-arrestin-1	NOD2 inhibition	LYP inhibition	TNAP activators	XIAP antagonists	human PMI inhibition	KOR beta-arrestin-2
O=C(/C=C/c1ccco1)N/C(=C\c1ccccc1)C(=O)NCCc1nc2ccccc2[nH]1	-16%	6%	1.1%	8%	8%	1	-20%	4%	-17%
O=C(c1cccs1)N1CCN(Cc2ccccc2[N+](=O)[O-])CC1	-12%	-1%	6.0%	-2%	-3%	1.1	-3.8%	-1%	6%
O=C(N/N=C/c1ccc(Cl)cc1Cl)c1ccncc1	-20%	nt	5.0%	-5%	-5%	nt	nt	nt	-1%
Cc1cc(C)nc(Oc2ccc(Br)cc2Br)n1	-28%	-6%	nt	-14%	1%	1.1	-6.2%	-2%	-11%[20 µM]
CCn1nc(C(=O)Nc2ccc(S(=O)(=O)Nc3nccs3)cc2)c2ccccc2c1=O	-13%	8%	6.6%	-6%	2%	1	-14%	9%	-16%
Cc1ccnc(NCc2ccc(Cl)cc2)c1	-12%	nt	0.9%	2%	-6%	nt	nt	nt	-7%
CCOC(=O)C1=c2/c(=C/c3ccccc3OC)c(N)c(C#N)n2C(=O)C(c2ccccc2OC)S1 (stereo not given)	-80%	0%	-8.4%	22%	-5%	1.1	-1.6%	0%	-7%
O=C(CCSc1nnc2ccc3ccccc3n12)Nc1ccc(F)cc1	-18%	-5%	-7.3%	-4%	-8%	1.2	-0.2%	-2%	23%
CC(C)c1ccc(N2C(=O)[C@@H]3Cc4ccccc4CN3C2=O)cc1	-32%	2%	3.4%	-4%	-6%	1.1	-4.9%	0%	-56%
N/C(=N\S(=O)(=O)c1ccc(Cl)cc1)N1CCOCC1	8%	nt	0.1%	-11%	-12%	nt	nt	nt	3%
CCOC(=O)COc1ccccc1C1Nc2ccccc2C(=O)N1c1cccc(Cl)c1 (stereo not given)	-6%	21%	0.0%	-41%	0%	1	-1.1%	-2%	-2%
Cc1ccc(S(=O)(=O)Nc2cccc(C(=O)N3CCOCC3)c2)c(C)c1NS(C)(=O)=O	16%	nt	-4.1%	18%	-15%	nt	nt	nt	-10%
O=C(CNC(=S)N(Cc1ccccc1)Cc1cccs1)NCc1ccc(F)cc1	-20%	0%	1.4%	-6%	4%	1.3	1.5%	6%	3%
Cc1cccc(NC(=O)NC2(C(=O)NCc3ccco3)CCCCC2)c1	-17%	nt	-1.3%	13%	-6%	nt	nt	nt	4%
Cc1c(Cl)cccc1NC(=O)[C@@H](NC(=O)c1ccccc1Cl)C(C)C	-2%	1%	-1.4%	6%	-1%	1	0.1%	2%	-4%
Cc1cnc(C(=O)OCC(=O)N2CCc3ccccc32)cn1	-32%	-17%	-6.7%	-1%	-6%	1.2	-1.7%	-20%	7%
CCCNC(=O)c1c(Cl)cnn1-c1ccc(C)cc1	-52%	-4%	-4.3%	-79%	-5%	1.1	-1.0%	2%	1%
COc1ccc(CN2C(=O)c3cccnc3C2=O)cc1S(=O)(=O)NC1CCCCC1C (stereo not given)	6%	nt	2.2%	-9%	-11%	nt	nt	nt	6%
CC(=O)OCC[C@H](NS(=O)(=O)OCC(Cl)(Cl)Cl)c1ccccc1	10%	nt	-2.0%	-8%	-11%	nt	nt	nt	-8%[20 µM]
CC(=O)Nc1ccc(NC(=O)C(C)NC(C)c2cccc3ccccc23)cc1 (stereo not given)	-17%	nt	-2.2%	6%	-9%	nt	nt	nt	8%
Cc1ccc2oc(=O)c3cnn(CC(=O)NCCC(C)C)c3c2c1	6%	1%	0.4%	11%	-4%	1.1	0.5%	3%	-23%
CCS(=O)(=O)Nc1ccc(-c2cc(-c3ccccc3)c3cc(C)ccc3n2)cc1	7%	14%	1.5%	23%	0%	1.1	-3.8%	22%	14%
Cc1ccc(C(=O)C2CCN(CC(=O)NCc3ccc(F)cc3)CC2)cc1	8%	nt	0.3%	26%	-7%	nt	nt	nt	17%
CC(C)n1c(-c2ccc(C(C)(C)C)cc2)n[nH]c1=S	nt	2%	-3.0%	36%	-4%	1	-18%	4%	23%
CC1(C)Cc2c(cnn2-c2ccc(F)cc2)C(NC(=O)c2ccco2)C1 (stereo not given)	-11%	nt	1.8%	0%	-11%	nt	nt	nt	7%

No new results follow: 11 of the compounds above.
SMILES	NOD1 NF-kB reporter	PMI inhibition	KOR beta-arrestin-1	NOD2 inhibition	LYP inhibition	TNAP activators	XIAP antagonists	human PMI inhibition	KOR beta-arrestin-2
O=C(/C=C/c1ccco1)N/C(=C\c1ccccc1)C(=O)NCCc1nc2ccccc2[nH]1	-16%	6%	1.1%	8%	8%	1	-20%	4%	-17%
O=C(c1cccs1)N1CCN(Cc2ccccc2[N+](=O)[O-])CC1	-12%	-1%	6.0%	-2%	-3%	1.1	-3.8%	-1%	6%
O=C(N/N=C/c1ccc(Cl)cc1Cl)c1ccncc1	-20%	nt	5.0%	-5%	-5%	nt	nt	nt	-1%
Cc1cc(C)nc(Oc2ccc(Br)cc2Br)n1	-28%	-6%	nt	-14%	1%	1.1	-6.2%	-2%	-11%[20 µM]
CCn1nc(C(=O)Nc2ccc(S(=O)(=O)Nc3nccs3)cc2)c2ccccc2c1=O	-13%	8%	6.6%	-6%	2%	1	-14%	9%	-16%
Cc1ccnc(NCc2ccc(Cl)cc2)c1	-12%	nt	0.9%	2%	-6%	nt	nt	nt	-7%
CCOC(=O)C1=c2/c(=C/c3ccccc3OC)c(N)c(C#N)n2C(=O)C(c2ccccc2OC)S1 (stereo not given)	-80%	0%	-8.4%	22%	-5%	1.1	-1.6%	0%	-7%
O=C(CCSc1nnc2ccc3ccccc3n12)Nc1ccc(F)cc1	-18%	-5%	-7.3%	-4%	-8%	1.2	-0.2%	-2%	23%
CC(C)c1ccc(N2C(=O)[C@@H]3Cc4ccccc4CN3C2=O)cc1	-32%	2%	3.4%	-4%	-6%	1.1	-4.9%	0%	-56%
N/C(=N\S(=O)(=O)c1ccc(Cl)cc1)N1CCOCC1	8%	nt	0.1%	-11%	-12%	nt	nt	nt	3%
CCOC(=O)COc1ccccc1C1Nc2ccccc2C(=O)N1c1cccc(Cl)c1 (stereo not given)	-6%	21%	0.0%	-41%	0%	1	-1.1%	-2%	-2%

Following part.
SMILES	NOD1 NF-kB reporter	PMI inhibition	KOR beta-arrestin-1	NOD2 inhibition	LYP inhibition	TNAP activators	XIAP antagonists	human PMI inhibition	KOR beta-arrestin-2
O=C(NC1CCCCC1)C1c2ccccc2C(=O)N1Cc1ccc2c(c1)OCO2 (stereo not given)	-46%	-10%	2.4%	5%	-2%	1.3	-10%	-14%	-26%
COc1cc(CN2CCc3ccccc3C2)ccc1O	-2%	nt	5.0%	21%	-4%	nt	nt	nt	10%
Cc1ccc(-c2nc(C3CCCN(S(=O)(=O)c4ccc(C(C)(C)C)cc4)C3)no2)cc1 (stereo not given)	-48%	3%	12%	0%	-6%	1.1	-1.9%	0%	-56%
O=C(CN1C(=O)COc2ccccc21)NNC(=O)Nc1ccccc1F	-4%	nt	0.0%	-7%	-10%	nt	nt	nt	9%
O=C(NNC1=NS(=O)(=O)c2ccccc21)c1cccc([N+](=O)[O-])c1	-18%	nt	4.2%	2%	-4%	nt	nt	nt	-38%[20 µM]
Clc1ccc(Cc2ccccc2)nn1	-4%	9%	3.6%	4%	-10%	1.1	-0.5%	7%	3%
CCCCNC(=O)c1ccccc1NC(=O)CCC	-7%	-4%	0.2%	20%	-7%	1.1	-3.2%	-5%	-43%[20 µM]
COC(=O)C1CN(S(=O)(=O)c2ccc(NC(C)=O)cc2)CCS1 (stereo not given)	-11%	nt	2.3%	6%	-8%	nt	nt	nt	-6%
CCOC(=O)/C(C#N)=C/c1ccc(OC)c(OC)c1	-14%	5%	1.8%	13%	-2%	1.1	-1.0%	12%	-8%
Cc1n[nH]c(C)c1SCC(=O)Nc1ccc(F)cc1	-29%	-12%	-1.9%	7%	-6%	1.1	0.2%	-4%	3%
CCC1(C)Cc2ccccc2-c2nc(SCC(N)=O)[nH]c(=O)c21 (stereo not given)	-9%	nt	-5.0%	-5%	-6%	nt	nt	nt	11%
Cc1nc2ccccc2nc1CN1CCN(Cc2ccc(F)c(F)c2)C(CCO)C1 (stereo not given)	-25%	39%	-0.6%	11%	4%	1.1	-7.5%	12%	-32%
CCOC(=O)c1ccc(N=C2SC(C(=O)Nc3ccc(C(=O)O)cc3)CC(=O)N2Cc2cccs2)cc1 (stereo not given)	-6%	11%	-1.8%	22%	4%	1.1	-8.2%	5%	8%
O=C(CSc1nnc(SCC(=O)NCc2ccc3c(c2)OCO3)s1)NCc1ccc2c(c1)OCO2	-7%	2%	-2.1%	9%	-3%	1.1	-2.7%	7%	4%
C=CCn1c(C)c(C(C)=O)c(N2CCOCC2)nc1=S	-10%	12%	-1.5%	2%	15%	1	-4.6%	17%	5%
O=C(O)CN1C(=O)/C(=C\c2cn(CC(=O)N3CCOCC3)c3ccccc23)SC1=S	-14%	9%	-2.3%	18%	3%	0.8	-5.9%	11%	9%
Cc1ccc(/C=N\NC(=O)Cc2cccn2C)o1	-34%	-12%	1.0%	-14%	4%	1.2	-6.7%	-32%	-6%
Cc1nc2nc(C)n(-c3ccccc3)c2s1	-12%	4%	3.6%	11%	-5%	1	-5.4%	0%	-6%
CN(C)CCN1C(=O)C2C(C(=O)Nc3cc(Cl)cc(Cl)c3)C3C=CC2(O3)C1C(=O)NC1CCCCC1 (stereo not given)	-24%	nt	-5.0%	10%	-2%	nt	nt	nt	-15%
Cc1ccc2nc(SCC(=O)NCc3ccc(S(N)(=O)=O)cc3)[nH]c2c1	-30%	nt	5.3%	-4%	-5%	nt	nt	nt	-35%[20 µM]
COc1cc(C)nc(NCc2ccccc2)n1	-8%	2%	-2.8%	6%	-1%	1.1	-1.6%	5%	5%
COc1ccc(C)cc1NC(=O)c1ccc(OC(F)F)cc1	-25%	2%	0.5%	6%	-7%	1.1	-3.9%	5%	-1%
CC(C)CCNC(=O)CCCOc1ccccc1	-18%	-2%	1.1%	-6%	-6%	1.1	-3.0%	-6%	-2%
Cc1cccc(CS(=O)(=O)c2cn(CC(=O)N3CCOCC3)c3ccccc23)c1	-16%	nt	-3.5%	5%	-9%	nt	nt	nt	20%
COCCCNC(=O)Cn1nnc(-c2ccc(NC(=O)c3ccccc3F)cc2)n1	-12%	2%	-6.1%	18%	-3%	1	-3.1%	5%	21%
O=C(O)CCc1n[nH]c(=S)[nH]c1=O	-14%	17%	-1.7%	7%	-6%	1	-3.4%	16%	-11%
Brc1ccc(Nc2ncnc3[nH]ncc23)cc1	11%	nt	2.2%	-37%	-4%	nt	nt	nt	-23%
CC1CCCC(C)N1/N=C/c1ccc(Cl)cc1 (stereo not given)	-13%	-10%	1.2%	-2%	1%	1	-7.2%	8%	-10%
O=C(CN1CCN(Cc2ccccc2)CC1)N/N=C/c1cccnc1	0%	nt	-1.2%	9%	-10%	nt	nt	nt	31%
CN1CC(c2ccc(Cl)c(Cl)c2)[C@@]2(COc3ccccc3C2=O)[C@@]12C(=O)Nc1ccccc12 (stereo not given in full)	16%	17%	-0.3%	7%	12%	1.1	-0.6%	17%	6%
